# SV40 large T antigen: SV40 large T antigen inhibitors, biochemical (AID 1903); 0.39% of 310,000 active; SV40 large T antigen ATPase/helicase inhibition assay; higher % means a stronger effect; inhibition, % at 20 µM; hits with a dose series show IC50 in µM; in the data active = a potency from the dose series; inconclusive = inhibition mostly from about 32% at the one dose, without a potency; inactive = the rest, 99 in 100 with inhibition below about 32%; also: strong numbers were not always called active
# Dengue-2 NS5 capping: Dengue-2 NS5 methyltransferase inhibitors, primary screen, biochemical, confirmation dose response (AID 588689). 0.3% of 340,000 active. Dengue-2 NS5 methyltransferase capping enzyme assay, biochemical; higher % means a stronger effect. inhibition, % at 25 µM; hits with a dose series show IC50 in µM; in the data active = a potency from the dose series; inconclusive = inhibition above about 29% without an active follow-up result
# LYP inhibition: PTPN22 lymphoid phosphatase activity blockers – biochemical, fluorescence intensity, uHTS (AID 1779). recombinant LYP phosphatase, fluorescence intensity; higher % means a stronger effect. inhibition, % at 11.5 µM; hits with a dose series show IC50 in µM. 0.054% of 290,000 active; in the data active = inhibition above about 50%;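 also: plate controls were vehicle with enzyme for no effect and no enzyme for full effect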
# West Nile antiviral: inhibition of WNV-induced cytopathic effect – cell-based, CPE readout (AID 1621); West Nile virus-infected cells, CPE inhibition; higher % means a stronger effect; CPE inhibition, % at 10 µM, or IC50 in µM where a hit was titrated; 0.02% of 290,000 active; in the data active = a potency from the dose series; inconclusive = CPE inhibition mostly from about 3.7% at the one dose, without a potency; inactive = the rest, 99 in 100 with CPE inhibition below about 2.2%; also: strong numbers were not always called active
# RSV antiviral HEp-2: inhibition of RSV-induced cytopathic effect – HEp-2 cells, primary 10 µM value included (AID 2391); one-dose CPE inhibition, % at 10 µM; IC50 in µM for titrated hits; HEp-2 cells, RSV-induced CPE inhibition; higher % means a stronger effect; 0.13% of 310,000 active; in the data active = a potency from the dose series; inconclusive = CPE inhibition mostly from about 23% at the one dose, without a potency; inactive = the rest, 99 in 100 with CPE inhibition below about 21%; also: strong numbers were not always called active
# CSM14.1 death rescue: protection against thapsigargin-triggered cell killing – 384-well, CSM14.1, ATP luminescence, primary screen (AID 1222). CSM14.1 thapsigargin-induced death rescue, ATP luminescence; higher % means a stronger effect. 190,000 tested, under 10 active. cellular ATP content (survival), % at 20 µM; hits with a dose series show EC50 in µM;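 active = EC50 below 50 µM in the dose-response confirmation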;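 also: death triggered by thapsigargin at about 15 µM added after 2 h compound pretreatment; cell ATP read after overnight thapsigargin exposure of roughly 18 to 22 hours; normalized against plate controls of thapsigargin alone and 5% DMSO vehicle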
# MgcRacGAP inhibition: MgcRacGAP GTPase-activating activity inhibitors, confirmation, biochemical, ADP Hunter fluorescence. MgcRacGAP-stimulated Rac1 GTP hydrolysis, ADP Hunter fluorescence; higher % means a stronger effect; GST-tagged Rac1 F28L mutant substrate. inhibition, % at 30 µM; hits with a dose series show IC50 in µM. 0.6% of 340,000 active. AID 624330;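 active = first-screen hits whose inhibition reached a set limit at any dose in the follow-up dose series; inconclusive = inhibition above the set first-screen limit but never retested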;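 also: fluorescence reports GDP produced by GAP-driven GTP hydrolysis; strong numbers were not always called active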
# GPR35 arrestin U2OS: GPR35 antagonists blocking zaprinast-driven arrestin recruitment, primary screen, imaging, U2OS, beta-arrestin-GFP, zaprinast agonist (AID 2058); U2OS GPR35 beta-arrestin-GFP translocation imaging, zaprinast antagonism; higher % means a stronger effect; one-dose inhibition, % at 10 µM; IC50 in µM for titrated hits; 0.052% of 290,000 active;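 active = inhibition of at least 50% with at least 30 cells and total cytoplasm GFP at most 10,000,000; inconclusive = under 30 cells or total GFP of 10,000,000 plus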
# Salmonella PhoP GFP: inhibitors of PhoP regulon expression, primary screen, Salmonella Typhimurium, GFP reporter (AID 1863) | S. Typhimurium PhoP-regulated promoter GFP reporter, 4 h; higher % means a stronger effect | inhibition, % at 50 µM, or IC50 in µM where a hit was titrated | 0.16% of 300,000 active;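 active = inhibition over 29.93%, a cutoff 3 SD above the screen mean, later confirmed by dose response; inconclusive = inhibition over 29.93% but no dose response follow-up; inactive = inhibition at most 29.93% or unconfirmed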;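 also: 0% = low Mg2+ inducing control and 100% = high Mg2+ repressing control; strong numbers were not always called active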
# Dengue-2 NS5 capping pilot replicate: also measured in Dengue-2 NS5 capping; calls as there; inhibition, %; measured here: pilot screen replicate inhibition
# * marks the source's active call; other numbers are inactive results; ? = inconclusive; / = no result given.
SMILES,SV40 large T antigen,Dengue-2 NS5 capping,LYP inhibition,West Nile antiviral,RSV antiviral HEp-2,CSM14.1 death rescue,MgcRacGAP inhibition,GPR35 arrestin U2OS,Salmonella PhoP GFP,others
CCOC(=O)N1CCc2c(sc(NC(=O)C3COc4ccccc4O3)c2C(N)=O)C1 (stereo not drawn),29%,-1%,-4%,0.3%,7.9%,/,2%,6%,-7%,
CCOC(=O)C1(Cc2ccccc2C)CCCN(Cc2cc(OC)c(O)c(OC)c2)C1 (stereo not drawn),28%,-5%,-4%,-0.3%,-0.7%,-1.1%,1%,13%,7%,
COc1cccc(N2CCN(CC(=O)NCc3cccs3)CC2)c1,-7%,-6%,-4%,-0.3%,2.1%,-1.6%,8%,5%,11%,
Cc1ccc(NCCC(=O)c2cccs2)cc1C,13%,2%,-3%,3.3%,2.3%,1.6%,31%,1%,8%,
Cc1cc(OC(C)C(=O)N2CCN(c3ccccc3)CC2)c2c(C)c(C)c(=O)oc2c1 (stereo not drawn),9%,-2%,-4%,-0.8%,0.2%,/,8%,-2%,4%,
COc1ccc(OC)c(NC(=O)NNC(=O)COc2ccc(-c3ccccc3)cc2)c1,26%,-3%,-8%,-0.1%,4.4%,/,12%,-8%,0%,
COc1ccc(CNC(=O)C2=C(C)C(=O)OC23CCC(C)CC3)cc1 (stereo not drawn),11%,1%,4%,-0.3%,1.1%,-1.2%,2%,-9%,-7%,
CC(=O)Nc1ccc(Oc2ccc(-c3noc(C)n3)cc2)cc1,2%,2%,3%,0.4%,-2.2%,0.5%,11%,6%,-7%,
COc1cccc(NC(=O)Cn2c(-c3cncs3)nc3ccccc32)c1,8%,0%,-3%,-0.4%,2.1%,-2.7%,10%,-17%,1%,
O=C(NC(=S)NC1CCS(=O)(=O)C1)c1ccccc1F (stereo not drawn),19%,-2%,-6%,-0.4%,3.5%,/,5%,-12%,3%,
CCCn1nc(C(=O)NNC(=O)c2cc(S(=O)(=O)NC)ccc2Br)c2ccccc2c1=O,1%,1%,/,/,-1.6%,/,-1%,/,-2%,
Cn1cccc1/C=N/NC(=O)c1cccs1,5%,-11%,-6%,-0.2%,0.1%,/,12%,2%,-6%,
O=C(CCn1c(=O)c2ccccc2n(CC(=O)NC2CCCC2)c1=O)NCc1ccco1,6%,-5%,-2%,-0.7%,-1.1%,1.9%,4%,3%,-2%,
CCCCc1c(C)nc2ccccc2c1SCCC#N,9%,-5%,-3%,-0.7%,8.0%,-2.1%,10%,1%,3%,
Cc1cc(C)cc(NC(=O)/C(C#N)=C/c2cn(CC(=O)NCc3ccco3)c3ccccc23)c1,5%,2%,2%,0.2%,3.1%,-1.7%,3%,-4%,-6%,
O=C(CCn1c2c(c3ccccc31)CCCC2)NNC(=O)c1ccccc1Cl,4%,5%,-5%,-0.8%,12%,1.2%,-7%,2%,-3%,
Cc1c(Cl)c(=O)oc2cc(OC(C)C)ccc12,15%,-3%,-24%,-0.8%,5.8%,-0.3%,5%,-3%,7%,
CC1=NOC(=O)/C1=C\c1ccc2c(c1)OCO2,6%,7.2µM*,1%,0.7%,0.6%,0.2%,11%,-8%,-11%,
CC(Sc1nnc2ccccn12)C(=O)N1CCc2ccccc2C1 (stereo not drawn),-4%,3%,-8%,-0.2%,1.5%,0.4%,4%,14%,1%,
S=c1[nH]nc(-c2cccnc2)n1/N=C/c1cccs1,?,-4%,-4%,0.6%,3.1%,0.3%,58µM*,-3%,-3%,
CCN(CC(=O)Nc1cccc(C(C)=O)c1)S(=O)(=O)c1ccc(OC)cc1,11%,-7%,-7%,0.0%,3.8%,1.2%,7%,0%,-9%,
CC(C(=O)N1CCOCC1)c1ccc([N+](=O)[O-])cc1 (stereo not drawn),10%,-2%,-6%,0.9%,0.3%,1.8%,4%,-16%,4%,
CCn1cc(C(=O)NCCCN2CCC(C)CC2)c(=O)c2cc(S(=O)(=O)N3CCCC3)ccc21,3%,2%,1%,-0.3%,0.4%,-1.5%,2%,-4%,9%,
Cc1cc2nc(-c3ccccn3)c(-c3ccccn3)nc2cc1C,/,1%,-6%,-0.4%,/,/,8%,18%,-4%,
O=C(Nc1ccc(Nc2ccncc2)cc1)c1ccc(Nc2ccnc3ccc([N+](=O)[O-])cc23)cc1[N+](=O)[O-],8%,-3%,-33%,1.8%,-0.4%,/,-5%,-2%,-4%,
CN(C(=O)CCc1nnc(Cc2ccc(-c3ccccc3)cc2)o1)C1CCOCC1,15%,1%,-3%,-0.7%,-0.5%,1.1%,10%,8%,-1%,
O=C(COc1ccc(C(=S)N2CCOCC2)cc1)Nc1ccccc1C(F)(F)F,4%,-14%,1%,-0.4%,0.9%,0.1%,1%,-5%,2%,
COC(=O)Cn1cnc2ccccc2c1=O,0%,1%,-11%,-0.2%,0.9%,-0.9%,7%,-1%,10%,
Cc1ccc(Cl)cc1N1CCN(C(CC(C)C)c2nnnn2CC2CCCO2)CC1 (stereo not drawn),1%,-6%,-3%,-0.5%,3.4%,-1.9%,0%,5%,1%,
COc1ccc(CNC(=O)CN(C)Cc2ccc(SC)cc2)cc1,-3%,-14%,-7%,-0.7%,1.7%,/,9%,-3%,10%,
CCOC(=O)Cc1c(C)nc2c(-c3cccc(Br)c3)cnn2c1C,7%,3%,-8%,-0.7%,6.3%,-1.0%,0%,5%,-9%,
COc1ccccc1N1CCN(C(=O)Cc2ccc(Cl)cc2)CC1,6%,-7%,-10%,-0.6%,1.9%,/,2%,2%,-1%,
Cc1cccc(-c2cc(C(=O)N/N=C/c3cccnc3)c3ccccc3n2)c1,22%,-7%,/,/,6.4%,/,12%,/,/,
Cc1ccc(Cn2ccnc2C(=O)Nc2ccccc2)cc1,21%,/,4%,-1.4%,2.4%,/,5%,5%,1%,
CN(C)S(=O)(=O)c1ccc(C(=O)Oc2ccccc2)cc1,5%,-7%,-6%,0.0%,2.0%,-1.9%,5%,-2%,-2%,
COc1cccc(CNn2cnnc2)c1OCc1ccccc1F,1%,0%,-4%,-0.6%,0.6%,6.8%,-3%,6%,-8%,
Cc1nc(C(=O)NCc2ccccc2)sc1C1(C)CC(c2cccc([N+](=O)[O-])c2)=NO1 (stereo not drawn),6%,-4%,-4%,-0.1%,3.3%,/,15%,0%,-5%,
COC(=O)CC1=NN(c2nc3ccccc3s2)C(=O)/C1=C/N(C)C,3%,-4%,-2%,1.2%,0.1%,-1.8%,4%,-2%,2%,
O=C1OCCC1Sc1ncnc2sc3c(c12)CCC3 (stereo not drawn),6%,-2%,0%,0.3%,0.5%,0.6%,14%,1%,-7%,
N#Cc1cccc2c1-c1ccccc1/C2=N/NC(N)=O,5%,-5%,-3%,-0.5%,5.6%,/,12%,-6%,5%,
c1ccc2c(CNn3cnnc3)cccc2c1,0%,0%,-6%,0.0%,0.7%,-2.3%,3%,7%,6%,
Cc1cc(C)c2nc(SC3CCOC3=O)cc(C)c2c1 (stereo not drawn),-3%,-5%,6%,-0.2%,1.6%,0.8%,12%,-13%,6%,
COC(=O)c1nn(-c2ccc(OC)cc2)c(=O)cc1Sc1ccc(C)cc1,6%,/,-1%,-0.2%,-0.9%,-1.2%,/,2%,5%,
Cc1noc(C)c1COc1cccc(C(=O)Nc2ccc3c(c2)OCO3)c1,3%,-2%,-6%,-0.9%,0.5%,-2.1%,4%,6%,-8%,
O=C(CN(Cc1ccccc1Cl)S(=O)(=O)c1ccc(Cl)cc1)N/N=C/c1ccc(C(=O)O)cc1,3%,22%,-3%,-0.2%,0.0%,/,0%,12%,-1%,
N#CC1=C(SCC(N)=O)NC2=C(C(=O)c3ccccc32)C1c1ccc(Cl)cc1 (stereo not drawn),9%,6%,2%,-0.2%,20%,-6.5%,7%,-7%,7%,Dengue-2 NS5 capping pilot replicate=3.6
O=c1[nH]c(-c2cccnc2)nc2ccccc12,-1%,-5%,7%,-0.6%,0.9%,-2.0%,1%,4%,-1%,
Cc1ccc(NC(=O)CCN2C(=O)c3ccncc3C2=O)cc1,1%,-2%,-1%,0.8%,2.1%,1.1%,4%,-9%,7%,
Cc1ccc(C(=O)NC(=S)Nc2nc(-c3cccc([N+](=O)[O-])c3)cs2)c(Cl)c1,8%,6%,-7%,0.6%,8.8%,-0.2%,4%,4%,-9%,
Cc1ccc2nc(-c3ccc(NC(=S)NC(=O)CC(C)C)cc3)sc2c1,8%,1%,-2%,-0.1%,0.4%,-0.1%,-2%,-1%,-13%,
COc1ccc(CN2CCN(Cc3c[nH]c4ccccc34)CC2CCO)cc1C (stereo not drawn),-2%,-11%,-10%,-0.6%,-0.3%,/,-5%,4%,2%,

# Copied from above for reference:
SMILES,SV40 large T antigen,Dengue-2 NS5 capping,LYP inhibition,West Nile antiviral,RSV antiviral HEp-2,CSM14.1 death rescue,MgcRacGAP inhibition,GPR35 arrestin U2OS,Salmonella PhoP GFP,others
c1ccc2c(CNn3cnnc3)cccc2c1,0%,0%,-6%,0.0%,0.7%,-2.3%,3%,7%,6%,
Cc1cc(C)c2nc(SC3CCOC3=O)cc(C)c2c1 (stereo not drawn),-3%,-5%,6%,-0.2%,1.6%,0.8%,12%,-13%,6%,
COC(=O)c1nn(-c2ccc(OC)cc2)c(=O)cc1Sc1ccc(C)cc1,6%,/,-1%,-0.2%,-0.9%,-1.2%,/,2%,5%,
Cc1noc(C)c1COc1cccc(C(=O)Nc2ccc3c(c2)OCO3)c1,3%,-2%,-6%,-0.9%,0.5%,-2.1%,4%,6%,-8%,
O=C(CN(Cc1ccccc1Cl)S(=O)(=O)c1ccc(Cl)cc1)N/N=C/c1ccc(C(=O)O)cc1,3%,22%,-3%,-0.2%,0.0%,/,0%,12%,-1%,
N#CC1=C(SCC(N)=O)NC2=C(C(=O)c3ccccc32)C1c1ccc(Cl)cc1 (stereo not drawn),9%,6%,2%,-0.2%,20%,-6.5%,7%,-7%,7%,Dengue-2 NS5 capping pilot replicate=3.6
O=c1[nH]c(-c2cccnc2)nc2ccccc12,-1%,-5%,7%,-0.6%,0.9%,-2.0%,1%,4%,-1%,
Cc1ccc(NC(=O)CCN2C(=O)c3ccncc3C2=O)cc1,1%,-2%,-1%,0.8%,2.1%,1.1%,4%,-9%,7%,

# High-throughput results as filed in PubChem.
